BLM helicase inh: inhibitors of human Bloom syndrome helicase BLM; actives 0.2% (n = 350,000); Potency, µM (series often up to 56.1 µM), inactives show at the top dose activity change, negative = inhibition, most hits filed as inhibitors; recombinant BLM DNA unwinding, fluorescence dequenching; P54132;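 note: plate controls were vehicle for no effect and no enzyme for full effect; nearly all actives have a fitted effect of over 35% in size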
G9a inh: inhibitors of human histone lysine methyltransferase G9a. Q96KQ7. G9a H3K9 monomethylation, AlphaScreen, 2 h. Potency, µM (highest dose often 102 µM), for inactives: at the highest dose activity, negative = inhibition, actives largely listed as inhibitors. actives 8.8% (n = 350,000). AID 504332; note: % is set by controls: 0 for no effect and ±100 for the full control effect; nearly all actives have a fitted effect of over 75% in size
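Step 1: enzyme (final 20 nM) with compound, 15 min RT. Step 2: substrate peptide 500 nM and SAM 20 uM, 2 h RT. Step 3: anti-H3K9me1 antibody and AlphaScreen beads, 10 min, then plate read.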
POLB inh: inhibitors of human DNA polymerase beta. P06746. Pol beta primer extension/strand displacement, fluorescence kinetic. Potency, µM (doses to about 114 µM), for inactives: top-dose activity change, negative = inhibition, hits mostly inhibitors. actives 1.3% (n = 340,000). AID 485314; note: % is set by controls: 0 for no effect and ±100 for the full control effect
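Pol beta (10 nM) was preincubated with compound for 15 min at room temperature. The reaction was then started with 50 nM substrate and read immediately and after a further 10 min at room temperature.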
APEX1 inh: APE1 (human) endonuclease inhibition. recombinant APE1, TAMRA/BHQ-2 abasic DNA cleavage fluorescence. Potency, µM (top dose mostly 65.8 µM), without a hit: at the highest dose activity change, negative = inhibition, usual class: inhibitors. actives 0.35% (n = 350,000);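 note: plate controls were vehicle for no effect and reference inhibitor for full effect; nearly all actives have a fitted effect of over 55% in size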
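Incision of a quenched TAMRA/BHQ-2 THF abasic-site duplex (50 nM) by 0.75 nM APE1, after 15 min compound preincubation, measured as fluorescence increase over three 60 s reads. Values normalized to buffer, DMSO and NSC13755 control wells.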
JMJD2A Tudor inh: inhibitors of human JMJD2A Tudor domain; O75164; AlphaScreen JMJD2A-Tudor / H3K4me3 peptide binding; Potency, µM (highest dose often 114 µM), without a hit: top-dose activity change, negative = inhibition, hits mostly inhibitors; actives 4.4% (n = 390,000); AID 504339; note: % is set by controls: 0 for no effect and ±100 for the full control effect; nearly all actives have a fitted effect of over 50% in size
POLH inh: DNA polymerase eta (human) inhibition. Potency, µM (top dose mostly 114 µM), for the others: top-dose activity change, negative = inhibition, most hits filed as inhibitors. recombinant Pol eta, fluorescent DNA replication assay. actives 1.2% (n = 390,000). AID 588591; note: % is set by controls: 0 for no effect and ±100 for the full control effect
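Fluorescent replication assay: 50 nM final substrate added after a 15 min room-temperature compound preincubation with 10 nM enzyme. Signal taken at 0 min and again at 10 min.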
POLI inh: DNA polymerase iota (human) inhibition; Q9UNA4; Pol iota fluorescent replication assay, 10 min; Potency, µM (top dose mostly 115 µM), for inactives: at the top dose activity, negative = inhibition, most hits filed as inhibitors; actives 1% (n = 390,000); AID 588590
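Fluorescent replication assay read twice, at 0 min and 10 min after adding 50 nM (final) substrate. Enzyme (10 nM) and compounds were first incubated 15 min at room temperature; enzyme-free buffer wells were negative controls.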
BAZ2B inh: blocks human BAZ2B; AID 504333; actives 4.4% (n = 360,000); Q9UIF8; Potency, µM (doses to about 114 µM), without a hit: at the top dose activity change, negative = inhibition, hits mostly inhibitors; AlphaScreen BAZ2B-H3K14Ac peptide displacement; note: % is set by controls: 0 for no effect and ±100 for the full control effect; nearly all actives have a fitted effect of over 60% in size
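BAZ2B 50 nM plus b-H3(5-23)K14Ac 50 nM, PBS pH 7.4/0.01% Tween-20, 30 min RT; compound added (max 110 uM), 30 min RT; streptavidin donor/Ni-chelate acceptor beads 10 ug/mL final, 20 min dark; AlphaScreen read.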
Pol kappa inh: DNA polymerase kappa (human) inhibition. actives 0.53% (n = 400,000). Q9UBT6. Potency, µM (doses to about 107 µM), for inactives: at the top dose activity, negative = inhibition, usual class: inhibitors. purified Pol kappa, fluorescent DNA synthesis assay, 10 min; note: % is set by controls: 0 for no effect and ±100 for the full control effect
Target sequence (Q9UBT6 whole entry, looked up): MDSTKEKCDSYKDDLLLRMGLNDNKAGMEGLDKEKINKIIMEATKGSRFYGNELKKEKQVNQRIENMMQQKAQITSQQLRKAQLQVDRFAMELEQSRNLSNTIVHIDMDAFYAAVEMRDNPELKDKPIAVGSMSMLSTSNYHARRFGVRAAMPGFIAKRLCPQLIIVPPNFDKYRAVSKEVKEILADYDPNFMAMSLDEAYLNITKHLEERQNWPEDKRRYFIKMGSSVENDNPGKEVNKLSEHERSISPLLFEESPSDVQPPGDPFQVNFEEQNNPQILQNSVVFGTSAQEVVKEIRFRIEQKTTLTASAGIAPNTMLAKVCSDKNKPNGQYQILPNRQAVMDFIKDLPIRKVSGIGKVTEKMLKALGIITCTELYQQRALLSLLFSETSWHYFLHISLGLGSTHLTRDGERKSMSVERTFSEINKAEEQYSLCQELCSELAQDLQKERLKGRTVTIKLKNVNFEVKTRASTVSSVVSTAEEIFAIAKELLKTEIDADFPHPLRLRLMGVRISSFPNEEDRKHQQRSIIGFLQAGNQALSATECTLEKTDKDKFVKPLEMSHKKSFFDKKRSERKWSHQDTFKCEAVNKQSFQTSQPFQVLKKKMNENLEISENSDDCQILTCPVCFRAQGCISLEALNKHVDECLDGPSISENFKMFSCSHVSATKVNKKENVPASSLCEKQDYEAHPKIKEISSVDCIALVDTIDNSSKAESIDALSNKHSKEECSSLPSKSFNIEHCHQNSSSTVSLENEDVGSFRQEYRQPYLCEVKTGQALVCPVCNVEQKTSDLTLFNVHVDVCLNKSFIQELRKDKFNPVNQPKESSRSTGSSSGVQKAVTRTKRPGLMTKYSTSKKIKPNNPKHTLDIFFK
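10 nM Pol kappa preincubated 15 min at room temperature with compounds, then reaction started with substrate at 50 nM final. Fluorescence read kinetically at 0 and 10 min; buffer-only wells served as negative control.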
The depositor's hits bear a star; [ ] = remark or other dose. Calls come from the whole dose curve; as a rule, active = well fitted curve in the direction sought with a large enough effect; inconclusive = small, poorly fitted or top-dose-only effect, or another doubt; inactive = no such curve, though single readings can be large; an effect the other way counts as inactive or inconclusive. Potency is the fitted concentration of half-maximal effect.

Screening COc1ccccc1CNC(=O)c1sc2nc3n(c(=O)c2c1C)CCC3 returned BLM helicase inh 4%, G9a inh -1%[59 µM], POLB inh -22%, JMJD2A Tudor inh -14%, POLH inh -7%, POLI inh 25%, BAZ2B inh -26% and Pol kappa inh 10%.
Screening COc1ccc(C2Cc3ccccc3C(=O)O2)cc1 (stereo not given) returned BLM helicase inh 4%, G9a inh 13%, POLB inh 10%, APEX1 inh 2%, JMJD2A Tudor inh -10%, POLH inh -22%, POLI inh 27%, BAZ2B inh -4% and Pol kappa inh -3%.
COc1ccccc1/C=C/C(=O)NCC(=O)N/N=C/c1cc(Br)ccc1OC was read as BLM helicase inh -8%, G9a inh 28%[59 µM], POLB inh -8%, APEX1 inh -1%, JMJD2A Tudor inh -18%, POLH inh -10%, POLI inh 12%, BAZ2B inh 5% and Pol kappa inh -4%.
For C[C@@H]1CN([C@H](C)CO)C(=O)c2cccc(NC(=O)Nc3ccc(C(F)(F)F)cc3)c2O[C@H]1CN(C)S(=O)(=O)c1cccs1 the results were APEX1 inh -21%, JMJD2A Tudor inh -24%, POLH inh -21%, POLI inh 4% and Pol kappa inh -2%.
For Cc1cccc(OCC(=O)NNC(=O)c2ccccc2OCc2c(C)noc2C)c1 the results were G9a inh 0%[59 µM], APEX1 inh -11%, JMJD2A Tudor inh -9%, POLH inh -8%, POLI inh -6%, BAZ2B inh 13% and Pol kappa inh 1%.
CC(=O)c1cccc(NC(=O)CN(c2ccc(C)cc2)S(=O)(=O)c2cccc3nonc23)c1 was read as BLM helicase inh -5%, G9a inh inconclusive, POLB inh -26%, APEX1 inh -12%, JMJD2A Tudor inh -32%, POLH inh 10%, POLI inh 17%, BAZ2B inh -9% and Pol kappa inh -1%.
For Cc1ccc2nc(N(CCCN(C)C)C(=O)c3sc4ccccc4c3Cl)sc2c1 the results were BLM helicase inh 35%[activator], G9a inh 50µM*, POLB inh inconclusive, APEX1 inh 2%, JMJD2A Tudor inh 45µM*, POLH inh -15%, POLI inh 35%[activator], BAZ2B inh inconclusive and Pol kappa inh -6%.
O=C(CNCCc1ccccc1)N1CCc2ccccc2C1 was read as BLM helicase inh -4%, G9a inh 22µM*, POLB inh 13%, APEX1 inh -9%, JMJD2A Tudor inh 3.2µM*, POLH inh -23%, POLI inh 117%[activator], BAZ2B inh 50µM* and Pol kappa inh -13%.
Screening CSc1cccc(NC(=O)Cc2ccccc2[N+](=O)[O-])c1 returned BLM helicase inh -7%, G9a inh -30%, POLB inh 0%, APEX1 inh -3%, JMJD2A Tudor inh -28%, POLH inh -4%, POLI inh 33%[activator], BAZ2B inh -31% and Pol kappa inh -16%.
For COc1ccc(Cl)cc1Nc1cc(C)nc2nc(-c3ccccc3C)nn12 the results were BLM helicase inh -10%, G9a inh 8%[59 µM], POLB inh 12%, JMJD2A Tudor inh -11%, POLH inh -11%, POLI inh 2%, BAZ2B inh -1% and Pol kappa inh 5%.
O=C(CS(=O)(=O)c1cccc2nsnc12)N1CCN(c2ccccc2)CC1 was read as BLM helicase inh -2%, G9a inh 12%[59 µM], POLB inh 27%, JMJD2A Tudor inh -9%, POLH inh -14%, POLI inh 9%, BAZ2B inh -3% and Pol kappa inh -3%[60.1 µM].
CCOC(=O)c1c(NC(=O)CN(CC)CC)sc2c1CCC2 was read as BLM helicase inh -4%, G9a inh 43%[activator], POLB inh 33%, APEX1 inh 2%, JMJD2A Tudor inh -7%, POLH inh -16%, POLI inh 12%, BAZ2B inh 12% and Pol kappa inh -4%.
For COc1cc(C(=O)NCc2ccccn2)ccc1OCc1c(C)noc1C the results were BLM helicase inh 1%, G9a inh 8%, POLB inh 3%, APEX1 inh 2%, JMJD2A Tudor inh 3%, POLH inh -5%, POLI inh 15%, BAZ2B inh -5% and Pol kappa inh 2%.
Screening COc1ccc(-c2cc(-c3ccccc3)c(C#N)c(SCC(O)CS(=O)(=O)Cc3ccc(Cl)cc3)n2)cc1 (stereo not given) returned BLM helicase inh -2%, G9a inh 42%[59 µM], POLB inh 1%, JMJD2A Tudor inh -13%, POLH inh -9%, POLI inh 24%, BAZ2B inh 47% and Pol kappa inh 13%.
CCOc1ccc(C2c3c(oc4ccc(C)cc4c3=O)C(=O)N2CCCN(C)C)cc1OC (stereo not given) was read as BLM helicase inh -1%, G9a inh 1%[59 µM], POLB inh -5%, JMJD2A Tudor inh -18%, POLH inh -19%, POLI inh 16%, BAZ2B inh -2% and Pol kappa inh 0%[60.1 µM].
CN1CCCN(c2ncnc3scc(-c4ccc(F)cc4)c23)CC1 was read as BLM helicase inh -9%, G9a inh -33%, POLB inh 29%, APEX1 inh -1%, JMJD2A Tudor inh 0%, POLH inh -19%, POLI inh 6%, BAZ2B inh -3% and Pol kappa inh 0%.
For CCOc1ccc2ccccc2c1/C=N/NC(=O)CC1(C)OCCCO1 the results were BLM helicase inh -3%, G9a inh 6%[59 µM], POLB inh 3%, APEX1 inh 7%, JMJD2A Tudor inh -7%, POLH inh -16%, POLI inh 28%, BAZ2B inh -23% and Pol kappa inh 0%.
For CC(C)=NOCC(=O)Nn1c(COc2ccccc2)nc2ccccc2c1=O the results were BLM helicase inh 1%, G9a inh 5%, POLB inh 15%, APEX1 inh 45%, JMJD2A Tudor inh -1%, POLH inh -2%, POLI inh -11%, BAZ2B inh -17% and Pol kappa inh -10%.
For COc1cc2c[n+](C)c3c4ccccc4ccc3c2cc1OC the results were JMJD2A Tudor inh -20%, POLH inh inconclusive, POLI inh inconclusive and Pol kappa inh 32µM*.
COc1ccc(NC(=O)CC2C(=O)N(c3ccccc3)C(=O)N2Cc2ccco2)cc1 (stereo not given) was read as BLM helicase inh -3%, G9a inh 9%, POLB inh 13%, APEX1 inh 6%, JMJD2A Tudor inh -14%, POLH inh -1%, POLI inh -33%, BAZ2B inh inconclusive and Pol kappa inh -24%.
COCCN(C(=O)COC(=O)C12CC3CC(CC(Cl)(C3)C1)C2)c1c(N)n(Cc2ccccc2)c(=O)[nH]c1=O was read as G9a inh 7%[12.7 µM], APEX1 inh 18%, JMJD2A Tudor inh -17%, POLH inh -20%, POLI inh 42%[activator], BAZ2B inh 4% and Pol kappa inh -7%.
Screening O=c1c2ccccc2nc(SCc2cn3ccsc3n2)n1-c1ccccc1F returned BLM helicase inh 1%, G9a inh inconclusive, POLB inh 1%, APEX1 inh 1%, JMJD2A Tudor inh -23%, POLH inh -12%, POLI inh -1%, BAZ2B inh inconclusive and Pol kappa inh 0%.
COC(=O)c1c(NC(=O)COc2ccc(Cl)cc2)sc2c1CC(C)(C)NC2(C)C was read as BLM helicase inh -2%, POLB inh 13%, APEX1 inh 0%, JMJD2A Tudor inh inconclusive, POLH inh 9%, POLI inh -7%, BAZ2B inh inconclusive and Pol kappa inh 1%.
CCCn1c(C)cc(/C=C(\C#N)C(=O)OCC(=O)NC(=O)NC(C)(C)C)c1C was read as BLM helicase inh 1%, G9a inh inconclusive, POLB inh 4%, APEX1 inh -4%, JMJD2A Tudor inh -14%, POLH inh -17%, POLI inh 3%, BAZ2B inh -2% and Pol kappa inh -22%.
`CC(C)c1ccc(N(C(=O)c2csnn2)C(C(=O)NC(C)(C)C)c2ccncc2)cc1` (stereo not given) gave BLM helicase inh 0%, G9a inh -8%[59 µM], POLB inh 31%, APEX1 inh 17%, JMJD2A Tudor inh -4%, POLH inh 0%, POLI inh 43%[activator], BAZ2B inh -5% and Pol kappa inh -2%.
For CCCCOCCCNC(=O)c1ccc(OCC)cc1 the results were BLM helicase inh -6%, G9a inh inconclusive, POLB inh -6%, APEX1 inh 3%, JMJD2A Tudor inh -12%, POLH inh -13%, POLI inh 18%, BAZ2B inh -5% and Pol kappa inh 2%.
`CCOC(=O)c1nc2ccccc2nc1C` gave BLM helicase inh 1%, G9a inh -5%[59 µM], POLB inh 20%, APEX1 inh -3%, JMJD2A Tudor inh 2%, POLH inh -4%, POLI inh 11%, BAZ2B inh -5% and Pol kappa inh 4%.
For Cc1ccc(C(=O)NNC(=O)c2cccc(C)c2)cc1 the results were BLM helicase inh -6%, G9a inh 1%, POLB inh -21%, APEX1 inh 7%, JMJD2A Tudor inh -1%, POLH inh -13%, POLI inh -9%, BAZ2B inh -13% and Pol kappa inh 1%.
`Cc1cc(NC(=O)COC(=O)CCS(=O)(=O)c2ccc(C)c(C)c2)no1` gave BLM helicase inh 0%, G9a inh 17%[59 µM], POLB inh -24%, APEX1 inh 43%[12.4 µM], JMJD2A Tudor inh -2%, POLH inh -4%, POLI inh 14%, BAZ2B inh 2% and Pol kappa inh -1%.
Screening Cc1c(O)ccc2c(=O)c(-c3nncn3-c3ccccc3)coc12 returned BLM helicase inh 3%, G9a inh 6%, POLB inh -22%, APEX1 inh 2%, JMJD2A Tudor inh -12%, POLH inh -3%, POLI inh 8%, BAZ2B inh -23% and Pol kappa inh -16%.
Cc1cccc(Nc2nc3ccccc3n3nnnc23)c1 was read as BLM helicase inh -5%, G9a inh -5%, POLB inh 4%, APEX1 inh -2%, JMJD2A Tudor inh -2%, POLH inh -9%, POLI inh 3%, BAZ2B inh -5% and Pol kappa inh -1%.
CC(C)c1ccc2nc(NC(=O)C3CC3)sc2c1 was read as BLM helicase inh -9%, POLB inh -15%, APEX1 inh -8%, JMJD2A Tudor inh -13%, POLH inh -12%, POLI inh -19%, BAZ2B inh 3% and Pol kappa inh -13%.
`O=C(C1CCN(S(=O)(=O)c2cccnc2)CC1)N1CCN(c2cccc(Cl)c2)CC1` gave BLM helicase inh -5%, G9a inh 0%, POLB inh 12%, APEX1 inh -8%, JMJD2A Tudor inh -11%, POLH inh -24%, POLI inh 12%, BAZ2B inh 2% and Pol kappa inh 1%.

A section from further up, for reference:
`CC(C)c1ccc(N(C(=O)c2csnn2)C(C(=O)NC(C)(C)C)c2ccncc2)cc1` (stereo not given) gave BLM helicase inh 0%, G9a inh -8%[59 µM], POLB inh 31%, APEX1 inh 17%, JMJD2A Tudor inh -4%, POLH inh 0%, POLI inh 43%[activator], BAZ2B inh -5% and Pol kappa inh -2%.
For CCCCOCCCNC(=O)c1ccc(OCC)cc1 the results were BLM helicase inh -6%, G9a inh inconclusive, POLB inh -6%, APEX1 inh 3%, JMJD2A Tudor inh -12%, POLH inh -13%, POLI inh 18%, BAZ2B inh -5% and Pol kappa inh 2%.

Source: PubChem (National Center for Advancing Translational Sciences (NCATS))

Not all compounds are listed. The share of hits here may be higher or lower than overall.
